# Autofluor 339 – intrinsic fluorescence of library compounds, ex339/em460 – biochemical, MLSMR library, data from DPM-DC assay, artefact control, profiling panel | fluorescence fold increase at 10 µM | compound autofluorescence, ex339/em460 nm, NADH buffer; hits give high values; 1 = no-compound wells, NADH background | AID 709, 2007 | 65,000 compounds, 5.5% hits;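 active = at 10 µM, mean starting fluorescence two-fold or more over control wells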;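 note: signal is the first read of a kinetic run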
# Her2 expr inh – inhibitors of Her2 protein expression, primary screen, SKBR-3 cells, AlphaScreen, 66K library. Receptor tyrosine-protein kinase erbB-2 (Homo sapiens), P04626. SKBR-3 HER2 protein level, 18-24 h; hits give low values. HER2 level % of control, % at 10 µM. 65,000 compounds, 0.69% hits. AID 645, 2007;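 active = HER2 level under 5% of the carrier-only control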;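 note: 100% = DMSO carrier and 0% = 500 nM PU-H71 HSP90 inhibitor; lower value means stronger loss of Her2 protein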
# Target sequence (P04626 whole entry, looked up): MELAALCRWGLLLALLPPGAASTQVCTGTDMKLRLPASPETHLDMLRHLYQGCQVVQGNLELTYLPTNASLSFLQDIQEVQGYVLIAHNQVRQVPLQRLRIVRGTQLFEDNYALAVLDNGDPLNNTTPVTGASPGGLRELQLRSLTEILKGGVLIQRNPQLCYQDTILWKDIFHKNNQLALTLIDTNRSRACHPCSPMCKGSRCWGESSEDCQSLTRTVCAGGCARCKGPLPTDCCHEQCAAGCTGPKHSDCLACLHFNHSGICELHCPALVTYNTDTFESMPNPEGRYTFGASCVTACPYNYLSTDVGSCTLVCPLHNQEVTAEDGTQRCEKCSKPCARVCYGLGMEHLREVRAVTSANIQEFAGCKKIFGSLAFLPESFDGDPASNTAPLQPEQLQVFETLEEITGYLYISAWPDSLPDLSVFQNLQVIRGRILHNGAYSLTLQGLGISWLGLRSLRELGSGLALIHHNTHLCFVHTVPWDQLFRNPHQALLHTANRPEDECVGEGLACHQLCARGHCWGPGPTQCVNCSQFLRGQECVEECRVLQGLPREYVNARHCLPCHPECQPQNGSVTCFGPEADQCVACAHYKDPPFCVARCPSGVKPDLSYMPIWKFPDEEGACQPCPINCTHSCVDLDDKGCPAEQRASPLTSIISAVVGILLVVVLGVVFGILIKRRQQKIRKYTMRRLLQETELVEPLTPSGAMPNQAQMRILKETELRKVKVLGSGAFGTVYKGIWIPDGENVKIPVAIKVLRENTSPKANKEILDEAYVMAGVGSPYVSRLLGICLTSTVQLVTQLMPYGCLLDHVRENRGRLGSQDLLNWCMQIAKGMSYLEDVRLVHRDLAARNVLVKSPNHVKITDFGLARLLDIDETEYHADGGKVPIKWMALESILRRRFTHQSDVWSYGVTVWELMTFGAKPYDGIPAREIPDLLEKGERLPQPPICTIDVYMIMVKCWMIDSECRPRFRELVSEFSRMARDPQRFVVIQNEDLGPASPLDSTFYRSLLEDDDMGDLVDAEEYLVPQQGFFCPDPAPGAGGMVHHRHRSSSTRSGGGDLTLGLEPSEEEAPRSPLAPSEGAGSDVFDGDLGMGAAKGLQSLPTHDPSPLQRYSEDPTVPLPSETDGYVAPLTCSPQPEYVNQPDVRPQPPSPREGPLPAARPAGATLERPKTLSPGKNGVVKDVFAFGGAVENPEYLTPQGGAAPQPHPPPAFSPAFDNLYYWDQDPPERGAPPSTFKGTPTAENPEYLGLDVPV
# Cdc25B block – inhibitors of Cdc25B phosphatase catalytic domain, primary screen, biochemical, OMFP fluorescence. recombinant Cdc25B, OMFP fluorescence Ex485/Em525. 65,000 compounds, 0.1% hits. inhibition, %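 (compounds tested at 10 µM final in the well)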. M-phase inducer phosphatase 2 (Homo sapiens), P30305; in the data active = inhibition above about 50%
# PKA kinase inh – inhibitors of human PKA kinase activity, primary screen, biochemical, ATP-depletion luminescence, Kemptide substrate | PKA Kemptide phosphorylation, Kinase-Glo ATP luminescence | inhibition, % at 6 µM | 65,000 compounds, 0.1% hits | AID 524, 2006;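 active = inhibition above the screen-wide mean inhibition plus 3 SD, cut at about 21% in these data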; note: many of its hits are not listed in these tables
# JNK3 blocker – JNK3 kinase activity inhibitors, primary screen, biochemical, human, purified enzyme; Mitogen-activated protein kinase 10 (Homo sapiens), P53779; HTS; inhibition, % at 8 µM; 60,000 compounds, 0.61% hits; in the data active = inhibition above about 17%;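 note: 0% = DMSO and 100% = reference inhibitor; many of its hits are not listed in these tables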
# MKP-1 inh – MKP-1 phosphatase inhibitors, primary screen, biochemical, in vitro; 65,000 compounds, 0.15% hits; Dual specificity protein phosphatase 1 (Homo sapiens), P28562; inhibition, %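 (compounds tested at a single concentration somewhere between 10 and 100 µM)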; recombinant MKP-1, OMFP hydrolysis fluorescence;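 active = inhibition above about 50%, limit read from the data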;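 note: 0% = DMSO max control wells and 100% = wells with enzyme stopped by NaOH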
# A340 absorber – compound light absorbance at 340 nm, profiling panel, artefact control, biochemical, MLSMR library, data from PS, PMK, MK assays | fold change at 10 µM | compound absorbance at 340 nm, fold over control | 65,000 tested, under 10 active;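 active = at 10 µM dose, initial 340 nm absorbance at least 2 fold that of control wells; inactive = change under 2 fold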;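 note: initial absorbance extrapolated from kinetic A340 decline of NADH oxidation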
# Hsp90 inh – tumor Hsp90 inhibitors, primary screen, cell lysate, fluorescence polarization, NCI-N417 lysate; Heat shock protein HSP 90-alpha (Homo sapiens), P07900; 64,000 compounds, 0.35% hits; inhibition, % at 30 µM; AID 429, 2006; Cy3B-geldanamycin FP displacement;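 active = inhibition above 50%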;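 note: 0% = tracer plus lysate wells and 100% = tracer alone without lysate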
# ROCK2 inh – inhibitors of human ROCK2 kinase, primary screen, biochemical, high-throughput, luminescence | purified ROCK2, Kinase-Glo ATP depletion luminescence | 60,000 compounds, 0.35% hits | inhibition, % at 6 µM;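 active = inhibition above the screen-wide mean inhibition plus 3 SD, cut at about 18% in these data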;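 note: plate controls were DMSO wells for no effect and Y-27632 control wells after no-enzyme background subtraction for full effect; many of its hits are not listed in these tables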
# An asterisk follows results filed as active; · = no result given.
SMILES,Autofluor 339,Her2 expr inh,Cdc25B block,PKA kinase inh,JNK3 blocker,MKP-1 inh,A340 absorber,Hsp90 inh,ROCK2 inh
CCC1(C)Cc2c(sc3c2c(=O)n(C)c2nnc(SCC(=O)c4ccc(Cl)cc4)n32)CO1 (stereo not drawn),1.1,69,-25,4,-1,-3,1.1,-2,-8
Cc1ccc(C(=O)Nc2nc3ccccc3n2CCN2CCCC2)cc1,1.1,70,-15,-7,7,4,1.1,-1,4
CC(C)(C)n1ncc2c(=O)n(Cc3c(F)cccc3Cl)cnc21,1.1,86,-6,-4,-2,1,0.99,-1,-1
Cc1c(NC(=O)c2cc(=O)[nH]c(=O)[nH]2)c(=O)n(-c2ccccc2)n1C,1,114,-4,1,·,-19,1,-1,·
COc1ccc(OCC(=O)Nc2cccc(-c3nc4ccccc4o3)c2)cc1,1.2,78,2,-3,4,21,1.1,-4,-1
O=C(Cn1cnc2c(oc3ccccc32)c1=O)NCC1CCCO1 (stereo not drawn),1.4,109,-1,4,·,12,1.1,-2,·
Cc1cccc(OCCCCCNCCO)c1,1.1,122,-4,6,5,-5,1,-4,4
COc1cccc(NC(=O)c2cccc(OC)c2OC)c1,1.1,87,1,2,6,-3,1,2,-3
O=C(Nc1nnc(N2CCCCCC2)s1)c1cc(-c2ccc(Br)cc2)on1,1.1,81,-2,2,9,9,1,0,7
Cc1ccc(N2OC3C(=O)NC(=O)C3C2c2ccco2)cc1 (stereo not drawn),1.1,107,-11,6,2,0,1,-3,2
COCCn1cnc2c(c1=O)c1nc3ccccc3nc1n2/N=C/c1cccc(OC)c1OC,1.1,-0.7*,-13,-1,-1,-13,1.1,-2,0
COc1ccc(OC)c(C(=O)C2COC(=O)C2)c1 (stereo not drawn),1.1,73,-8,5,-2,0,1,2,-4
COc1ccc(NC(=O)CC2Oc3ccc(C)cc3NC2=O)cc1 (stereo not drawn),1.1,80,-8,2,8,-1,1,0,3
CCCCN=c1sc(C(=O)OC)cc(=O)n1CCCC,1.1,104,-8,3,·,6,0.99,-2,·
Cn1c(CCNC(=O)c2ccc(F)cc2)nc2ccccc21,1,119,-9,12,·,8,1,·,·
COC(=O)c1ccc(CSc2nnnn2C)o1,1.1,91,7,1,-2,3,1.1,-1,5
COC(=O)c1ccc(C2c3c(oc4ccccc4c3=O)C(=O)N2CCCN2CCOCC2)cc1 (stereo not drawn),1.1,78,5,6,-2,13,1,-2,2
O=c1cc(-c2ccc3c(c2)OCO3)oc2ccccc12,3.6*,120,-18,11,-3,-13,1.2,0,3
CCOC(=O)CSc1ncnc2c1cnn2-c1ccc(Cl)cc1,1.2,86,-18,4,-3,-26,0.99,2,4
Cc1ccc2[nH]c(=O)c3cc(C(=O)NCCN4CCN(C)CC4)sc3c2c1,2.4*,78,1,8,3,-1,1,-3,3
O=C(COC(=O)c1ccc(N2CCCC2=O)cc1)NCc1ccco1,1.1,111,4,12,0,-13,1,-4,2
O=C(Nc1c(C(=O)O)oc2ccc(Br)cc12)c1ccccc1,1.2,82,-2,10,2,11,1.1,-3,5
CCOc1ncccc1C(=O)Nc1ccccc1C(=O)NCc1ccc2c(c1)OCO2,1.1,96,-7,8,7,26,1,2,6
COC(=O)CSc1nc2sc3c(c2c(=O)n1-c1ccccc1)CCN(C)C3,1.5,63,6,3,-4,-3,1.1,-4,4
CCSC1(SCC)N=C(N)C2(C#N)C(c3ccccc3)NC3=C(CCC3)C12C#N (stereo not drawn),1.1,91,-7,-2,-3,3,1.1,-7,-2
CC(C)CCn1c(SCc2ccc(Cl)cc2)nc2c1c(=O)[nH]c(=O)n2C,0.86,44,-1,-4,5,17,1,-4,5
COc1ccc(OC)c(S(=O)(=O)NCc2ccccc2)c1,1.1,106,-9,6,-2,1,1,-2,2
CCCCS/C(=C(/C#N)C(N)=O)c1cc2c([nH]1)CCCC2,1.1,32,-12,3,-6,31,1,-3,-2
Cc1ccc(-n2ncc3c(=O)n(CC(=O)OCc4ccccc4)cnc32)cc1,1.1,141,-9,0,4,-5,0.98,2,1
CCN1CCN(C(CNC(=O)c2ccc3c(c2)OCO3)c2cccnc2)CC1 (stereo not drawn),1.1,101,-20,4,3,-12,1,-2,4
CCOC(=O)c1sc(NC(=O)C2CC2)cc1C,1,109,0,-6,-1,8,1.1,-2,0
O=C(COc1ccc(Br)cc1CO)Nc1ccccc1F,1.1,105,4,9,-1,-7,1.1,2,4
CCOC(=O)c1cc(-c2cccnc2)nn1-c1ccccn1,1.1,119,5,7,1,-2,0.98,-4,5
O=C(CCN1CCOCC1)Nc1cccc(Br)c1,1,107,4,0,3,-8,0.97,1,1
COc1ccccc1-c1cc(C(=O)N2CCCCC2)no1,1.1,73,-10,7,2,-8,1,-3,3
COc1ccccc1NC(=O)CSc1nnc(CNC(=O)c2ccco2)o1,1.1,109,-6,12,·,-3,1,-2,·
CCC(O)CNc1nc(SC)nc2sc3c(c12)CCN(C)C3 (stereo not drawn),2.2*,67,-8,9,·,6,1,·,·
Cc1nnc(SCC(=O)N2CC(=O)Nc3ccccc32)n1-c1ccccc1,1,123,-16,16,4,1,0.95,-6,1
O=C(CCC1CCCC1)N1CCN(S(=O)(=O)Cc2ccccc2)CC1,1.1,114,0,0,-3,4,1,-2,2
CC1(CC(=O)O)C(=O)N=C2C=CC=CN21 (stereo not drawn),2.1*,85,-2,-6,-1,7,1,1,-6
O=C(c1cc(-c2ccccc2)on1)N1CCCC1,1.1,86,-3,7,3,-5,1,2,8
N#CC1=C2SCN(c3ccccc3)CN2C(=O)CC1c1cccs1 (stereo not drawn),1,-20*,-6,-1,12,-24,1.1,-9,10
COC(=O)c1cn(NC(=O)c2cccc(N(C)C)c2)c(=O)c2ccccc12,1.2,73,-4,0,·,0,1.1,·,·
O=C(NCCCN1CCOCC1)c1cc(-c2ccccc2)on1,1.1,57,4,-2,3,-12,1,1,-2
CCCCn1c(CN2CCOCC2)nc2c1c(=O)n(C)c(=O)n2C,1.1,71,-10,-9,-9,6,1,-1,1
CN(C)CC(C(=O)c1ccccc1)c1ccccc1 (stereo not drawn),1,-55*,-8,10,5,-14,1,0,5
Cc1ccc(-c2nnn(CC(=O)N(c3cccc(O)c3)C(C(=O)NC(C)(C)C)c3cccs3)n2)o1 (stereo not drawn),1.1,89,4,0,-1,-21,1,-1,-2
c1ccc(-c2ccc(-c3ccccn3)nn2)nc1,1,49,1,-12,2,-9,0.99,-4,-21

# Five structures from above, arranged by number of heavy atoms, ascending.
SMILES,Autofluor 339,Her2 expr inh,Cdc25B block,PKA kinase inh,JNK3 blocker,MKP-1 inh,A340 absorber,Hsp90 inh,ROCK2 inh
COC(=O)c1ccc(CSc2nnnn2C)o1,1.1,91,7,1,-2,3,1.1,-1,5
CCCCN=c1sc(C(=O)OC)cc(=O)n1CCCC,1.1,104,-8,3,·,6,0.99,-2,·
COc1ccc(OC)c(S(=O)(=O)NCc2ccccc2)c1,1.1,106,-9,6,-2,1,1,-2,2
Cc1ccc(-n2ncc3c(=O)n(CC(=O)OCc4ccccc4)cnc32)cc1,1.1,141,-9,0,4,-5,0.98,2,1
COC(=O)c1ccc(C2c3c(oc4ccccc4c3=O)C(=O)N2CCCN2CCOCC2)cc1 (stereo not drawn),1.1,78,5,6,-2,13,1,-2,2

# Additional results:
SMILES,Autofluor 339,Her2 expr inh,Cdc25B block,PKA kinase inh,JNK3 blocker,MKP-1 inh,A340 absorber,Hsp90 inh,ROCK2 inh
Nc1[nH]nc2nc(N3CCOCC3)nc(-c3ccccc3)c12,1.1,83,-23,19,·,3,0.99,·,·
COc1cc(C2C(C#N)=C(N)Oc3c2oc(CO)cc3=O)cc(OC)c1OC (stereo not drawn),1,78,-5,9,8,-20,0.98,-1,2
Brc1cccc(-c2nnco2)c1,1.1,123,-6,8,-2,1,1.1,-1,9
CCCc1[nH]nc2c1C(c1cc(OC)ccc1F)C(C#N)=C(N)O2 (stereo not drawn),1.1,92,1,0,-7,3,1.1,-4,0
COc1ccc(NC(=O)c2cc(=O)c3ccccc3o2)cn1,1,124,-8,5,-3,6,1.1,2,7
CCOc1cc(N2CCOCC2)c(OCC)cc1NC(=O)c1ccc(=O)n(Cc2ccccc2)n1,1.1,77,-16,10,-3,29,1,-1,7
CCOC(=O)N1CCN(c2c(N3CCN(c4ccccc4OC)CC3)c(=O)c2=O)CC1,1,81,-10,-7,0,0,1,0,2
CC(C)CC(C(=O)Nc1ccc2c(c1)OCCO2)N1C(=O)c2ccccc2C1=O (stereo not drawn),1.1,100,1,-3,0,19,1,-1,3
CCOCCc1nnc(NC(=O)COC)s1,1.1,·,2,6,-3,8,1,-2,5
CCOc1ccc(OCCN2C(=O)NC3(CCCc4ccccc43)C2=O)cc1 (stereo not drawn),1.1,100,5,-4,-8,22,1,-5,-1
COC(=O)c1cc(-c2c(C)oc3cc(OC(C)C)ccc3c2=O)c(C)o1,1.1,117,-15,11,3,20,0.99,-2,3
CCC(=O)NCCn1c(C)cc2ccccc21,1.1,106,-2,-12,-1,11,1.1,-2,0
O=C(CN1C(=O)CC(c2ccccc2)=Nc2ccccc21)NCc1ccco1,1.1,84,-4,-1,-10,-4,0.99,1,-1
CS(=O)(=O)N(Cc1cc2ccccc2[nH]c1=O)C1CCCCC1,1.3,76,11,3,2,19,1,-3,1
c1nc(NCC2CCCO2)c2[nH]cnc2n1 (stereo not drawn),1.1,·,·,16,·,5,0.99,-4,·
COc1ccc(N=C2SC(C(=O)O)CC(=O)N2C)cc1 (stereo not drawn),1.1,92,-4,-4,3,8,1,-2,-4
Cc1ccc(S(=O)(=O)N2CCC(C(=O)N[C@H](C(=O)N3CCN(C)CC3)C(C)C)CC2)cc1,1.1,119,8,-10,5,3,1,-4,-8
COCC(=O)Nc1ccc(C)c(Cl)c1,1.1,118,-10,6,9,3,1.1,0,1
O=C(O)CSC1CC(=O)N(c2ccc(Cl)cc2)C1=O (stereo not drawn),1.1,116,-9,7,1,-6,1.1,0,6
CCCCCC(=O)N1CCN(CCN=CC2=C(O)CC(c3ccco3)CC2=O)CC1 (stereo not drawn),1.1,84,-4,-2,4,9,1,0,0
COC(=O)c1nc(NC2=NCCCCC2)n[nH]1,1.1,107,2,-3,-2,-13,1,-1,-6
O=C(c1ccccn1)N(CC1CCCO1)C1(C(=O)NC2CCCCC2)CCCCC1 (stereo not drawn),1.1,102,-5,-1,·,7,0.97,·,·
CCOC(=O)CSc1nc2ccccc2c(=O)n1NC(=O)c1ccccc1,1,47,-10,10,-1,2,1,-1,5
COc1ccc(CCNC(=O)c2c(O)c3c([nH]c2=O)CCCC3)cc1,1.1,76,-4,7,·,12,1.1,·,·
O=C(c1ccc2c(=O)n(-c3ccccc3)c(=O)[nH]c2c1)N1CCN(c2ccc(F)cc2)CC1,1.1,58,-16,10,·,8,1,·,·
COc1ccc(N(C(=O)c2ccco2)S(=O)(=O)c2cc(OC)ccc2OC)cc1,1,92,-10,12,-2,-2,0.99,-2,9
CCOc1ccccc1/C=c1\sc2nc(-c3ccco3)nn2c1=O,1.2,73,32,7,-5,37,1.1,2,4
COc1cc(C(=O)OC2CCN(C)CC2)cc(OC)c1OC,0.83,86,-30,9,0,0,1,0,7
C=CCc1c(C)nc(SC)nc1Nc1ccc(C(=O)O)cc1,1,109,-6,9,4,2,0.99,-6,5

# Source: PubChem BioAssay (several laboratories)

# An excerpt. The share of hits here may be higher or lower than overall.
